Compound activity deposited in PubChem by Sanford-Burnham Center for Chemical Genomics.
697 NFkB inh = lowers PMA/ionomycin-induced NF-kB signal in 697 B cells. 697 B-cell NF-kB luciferase reporter, 16 h. inhibition, % at 4 µM. 330,000 tested, 0.33% active. AID 435022; in the data active = inhibition above about 35%
SENP7 inh = SENP7 protease inhibition; Q9BQF6; recombinant SENP7, Z-RLRGG-aminoluciferin luminescence, 40 min; inhibition, % at 5 µM; 330,000 tested, 1.5% active;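 active = inhibition above about 50% at the single test dose, limit read from the data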;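 also: plate controls were DMSO with enzyme for no effect and no enzyme buffer wells for full effect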
Target sequence (Q9BQF6 706-1050 limits assumed): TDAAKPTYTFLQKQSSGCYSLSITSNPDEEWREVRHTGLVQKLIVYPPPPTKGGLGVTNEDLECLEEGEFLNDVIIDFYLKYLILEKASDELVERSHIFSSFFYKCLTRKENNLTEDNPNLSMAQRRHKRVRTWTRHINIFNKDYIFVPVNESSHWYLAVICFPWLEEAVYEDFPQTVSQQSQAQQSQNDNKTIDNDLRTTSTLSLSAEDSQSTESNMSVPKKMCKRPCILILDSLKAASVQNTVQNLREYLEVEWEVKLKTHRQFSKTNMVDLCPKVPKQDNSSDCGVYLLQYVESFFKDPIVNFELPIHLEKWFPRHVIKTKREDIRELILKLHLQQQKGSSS
SENP8 block = inhibitors of human SENP8 protease; 330,000 tested, 1.2% active; AID 2540; purified SENP8, Z-RLRGG-aminoluciferin cleavage, luminescence; inhibition, % at 10 µM; Q96LD8
Target sequence (Q96LD8 whole entry, looked up): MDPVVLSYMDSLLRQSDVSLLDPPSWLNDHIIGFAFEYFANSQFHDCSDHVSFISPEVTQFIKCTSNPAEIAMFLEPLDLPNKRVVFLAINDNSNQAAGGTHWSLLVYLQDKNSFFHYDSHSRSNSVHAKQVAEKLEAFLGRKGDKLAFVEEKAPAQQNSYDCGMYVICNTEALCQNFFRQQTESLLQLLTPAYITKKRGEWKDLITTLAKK
HKDC1 inhibitor = HKDC1 (human) hexokinase inhibition | 340,000 tested, 0.16% active | inhibition, % at 20 µM | recombinant HKDC1, G6PDH/diaphorase resazurin coupled fluorescence;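 active = inhibition above about 35% when tested at 20 µM, limit read from the data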;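 also: plate controls were DMSO wells with enzyme for no effect and DMSO wells lacking enzyme for full effect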
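Test system: HK5 enzyme. Quantity: 5 µg/mL HK5 final. Reagent: glucose and ATP substrates. Schedule: 90 min reaction incubation at room temperature, dark. Technique: resazurin-to-resorufin fluorescence via G6PDH and diaphorase coupling, 525/613 nm. Control set: DMSO wells with and without enzyme mix.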
Gli-Sufu block = blocks Gli-Sufu signaling in a luciferase reporter | Sufu-KO-LIGHT fibroblasts, Gli luciferase reporter luminescence | inhibition, % at 5 µM | 340,000 tested, 0.74% active | AID 588413;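 active = inhibition above about 55%, limit read from the data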;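 also: 0% = DMSO-treated cells and 100% = wells with medium but no cells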
Jurkat NFkB inh = inhibitors of the PMA/ionomycin-induced NF-kB reporter in Jurkat cells. PMA/ionomycin-induced NF-kB luciferase reporter, luminescence. inhibition, % at 4 µM. 330,000 tested, 0.53% active. AID 435003
Apaf1 inhib = blocks human Apaf-1 apoptosome activity | inhibition, % at 20 µM | AID 489030 | reconstituted apoptosome caspase-3 activity, DEVD-Rh110 fluorescence | O14727 | 330,000 tested, 0.71% active; active = inhibition of at least 40% at 20 µM;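 also: plate controls were DMSO wells for no effect and DEVD-CHO caspase inhibitor wells for full effect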
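System: Apoptosome proteins | Medium: Hepes pH 7.5 with detergent and BSA | Also added: Cytochrome c trigger plus (Z-DEVD)2-Rh110 caspase-3 substrate | Incubation: 30 min compound preincubation, 50 min activation, room temperature | Detection: Rhodamine 110 fluorescence at Ex 480/Em 540 nm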
UBC13 polyUb = human UBC13 polyubiquitination inhibition. P61088. UBC13 polyubiquitin chain formation, TR-FRET. inhibition, % at 20 µM. 330,000 tested, 0.47% active. AID 485273; in the data active = inhibition above about 45%, passing the limit was not always enough
Target sequence (P61088 whole entry, looked up): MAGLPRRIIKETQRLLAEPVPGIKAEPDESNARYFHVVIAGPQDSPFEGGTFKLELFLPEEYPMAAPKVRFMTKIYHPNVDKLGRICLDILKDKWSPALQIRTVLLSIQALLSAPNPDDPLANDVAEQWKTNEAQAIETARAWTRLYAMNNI
The depositor's hits bear a star; / = no result given. Rule as the data show it, unless noted: active = inhibition above about 50%; inactive = the rest.

Results follow in this order: Gli-Sufu block	SENP7 inh	Jurkat NFkB inh	SENP8 block	UBC13 polyUb	697 NFkB inh	Apaf1 inhib	HKDC1 inhibitor
1) CN(C)S(=O)(=O)c1ccc(/C(O)=C2/C(=O)C(=O)N(CCCN3CCOCC3)C2c2ccncc2)cc1 (configuration not stated)
  -2.3	6.4	9.7	3.5	10.9	8.8	-12.2	-10.7
2) O=C(Nc1nccs1)NC1CCCCC1
  -4.3	3.3	-0.2	0.7	3.6	-17.1	-0.9	-1.1
3) Cc1ccc(-n2c3nc(=O)[nH]c(=O)c-3cc3cc([N+](=O)[O-])ccc32)cc1
  -2.5	-21.3	22.7	-9.3	-15.6	3.7	34.4	49.4*
4) COc1ccc(/[N+]([O-])=C/c2ccoc2)cc1
  -52.4	12.6	-69.7	-1.0	-6.4	-86.6	-1.1	-7.5
5) CCC(=O)n1nc(-c2cccnc2)nc1NCc1ccc(OC)cc1
  -1.2	3.9	-14.6	1.1	3.6	-1.0	-3.3	-3.1
6) Cc1cccc(C(=O)NCCCn2ccnc2)c1C
  27.8	-0.7	-10.4	8.2	8.0	8.5	-6.3	-2.4
7) CCCNS(=O)(=O)c1cc(CN2C(=O)c3cccnc3C2=O)ccc1OC
  -3.4	-6.1	19.1	-1.1	3.4	11.7	-2.2	-2.6
8) COc1ccc(C(=O)C2CCCN(C(=O)c3cc(C4CC4)[nH]n3)C2)c(C)c1 (configuration not stated)
  8.3	-4.4	-5.4	-1.9	4.7	-3.7	0.8	-6.1
9) Cc1ccc(O)c(C(=O)c2cnc3c(c2)c(=O)n(C)c(=O)n3C)c1
  6.7	3.5	-3.6	-5.4	-6.4	14.0	10.4	9.1
10) O=C1CN2C(=N1)N(Cc1ccccc1)c1ccccc12
  19.5	8.6	-4.9	-2.7	2.2	11.5	-0.2	0.3
11) COCCCNC(=O)CN(Cc1ccccc1)S(=O)(=O)c1ccccc1
  41.1	-0.9	5.3	19.1	1.1	18.3	3.1	2.6
12) O=C(Cc1csc(Nc2nc(=S)[nH]c3ccccc23)n1)NCc1ccc(Cl)cc1
  /	-4.9	11.4	4.2	-7.5	12.0	-12.7	-0.8
13) COc1ccccc1-c1nnc(Nc2nc3c(OC)cccc3s2)o1
  89.1*	76.0*	87.6*	-30.4	-0.9	-109.6	-8.7	-0.1
14) CC1(C)Cc2c(C#N)c(NCCN3CCOCC3)nc(-c3ccccc3)c2CO1
  2.4	-1.1	7.2	-2.4	13.8	23.0	-16.7	-7.0
15) CC(=O)NC(Nc1c(C)n(C)n(-c2ccccc2)c1=O)C(Cl)(Cl)Cl (configuration not stated)
  -2.4	3.6	-2.2	1.6	-1.1	13.9	2.3	-2.7
16) O=C(c1ccc[nH]c1=S)N1CCN(S(=O)(=O)c2ccc(Br)cc2Cl)CC1
  19.0	3.9	12.2	6.6	1.2	4.8	2.7	-1.3
17) CCc1noc(C)c1C(=O)N(CC)CC(=O)Nc1cc(Cl)ccc1C
  /	1.2	-0.7	-3.6	22.3	11.6	38.9	0.7
18) O=C(CN1CCCC1)N1CCCC(c2ccc(F)cc2)c2ccc(F)cc21 (configuration not stated)
  7.6	1.9	-8.3	0.1	12.0	12.1	3.7	-11.1
19) CCCn1c(C(CO)Nc2nc(C)cs2)nc2ccccc21 (configuration not stated)
  -6.9	-6.1	-15.9	2.1	-0.4	5.5	-5.4	2.4
20) Cc1ccc2cc3cc(C(=O)N4CCCCCC4)oc3nc2c1
  -91.0	55.3*	-179.6	16.7	4.6	-285.0	3.8	13.5
21) Cc1ccc2c(c1)C(=O)N(CCCCO)C2=O
  3.3	2.0	3.2	-4.6	6.9	11.0	1.1	-6.0
22) C=CCn1c(SCC(=O)N2CCCCCC2)nc2ccccc2c1=O
  14.9	1.4	8.5	-5.2	4.9	9.4	-2.3	2.1
23) Cc1cc(=O)[nH]c(SCC(=O)NCCOc2ccccc2)n1
  0.8	6.2	0.2	3.3	-11.1	-3.6	-20.7	-17.5
24) Cc1ccc(S(=O)(=O)NCC(=O)N(CC(=O)NC(C)(C)C)Cc2ccc3c(c2)OCO3)cc1
  22.7	5.1	10.9	-3.8	-3.1	7.2	1.2	-6.2
25) COc1ccccc1C1=NNC(=Nc2cccc(S(=O)(=O)N(C)C)c2)SC1
  3.9	5.7	16.2	0.0	-2.5	-2.2	-13.3	-201.8
26) Cc1ccc(-c2nc(CS(=O)CC(=O)NCCN3CCCCC3C)c(C)o2)cc1 (configuration not stated)
  11.8	-4.9	3.4	-8.9	9.5	-1.9	-4.3	5.3
27) Cc1ccc(C(=O)OCC(=O)NC(=O)NCc2ccccc2)cc1C
  -0.1	1.2	6.8	2.3	4.0	9.0	3.7	-5.1
28) CN(Cc1ccco1)C(=O)C(Cc1ccccc1)NS(=O)(=O)c1ccc2c(c1)CCC(=O)N2 (configuration not stated)
  3.8	3.8	-3.0	-7.3	6.2	1.2	0.2	-4.2
29) CCOP(=O)(c1ccccc1)C(O)c1ccc(Br)cc1 (configuration not stated)
  6.1	-8.4	4.3	-9.8	-3.2	15.2	-1.3	1.6
30) O=C(Nc1cccc(Cl)c1)c1ccc(NC2=NC3CS(=O)(=O)CC3S2)cc1 (configuration not stated)
  -7.4	0.5	4.0	-0.3	19.0	5.9	-2.5	0.7

Gathered by group, the entries above containing a furan ring, fused or not
Results follow in this order: Gli-Sufu block	SENP7 inh	Jurkat NFkB inh	SENP8 block	UBC13 polyUb	697 NFkB inh	Apaf1 inhib	HKDC1 inhibitor
4) COc1ccc(/[N+]([O-])=C/c2ccoc2)cc1
  -52.4	12.6	-69.7	-1.0	-6.4	-86.6	-1.1	-7.5
20) Cc1ccc2cc3cc(C(=O)N4CCCCCC4)oc3nc2c1
  -91.0	55.3*	-179.6	16.7	4.6	-285.0	3.8	13.5
28) CN(Cc1ccco1)C(=O)C(Cc1ccccc1)NS(=O)(=O)c1ccc2c(c1)CCC(=O)N2 (configuration not stated)
  3.8	3.8	-3.0	-7.3	6.2	1.2	0.2	-4.2

Following part.
Results follow in this order: Gli-Sufu block	SENP7 inh	Jurkat NFkB inh	SENP8 block	UBC13 polyUb	697 NFkB inh	Apaf1 inhib	HKDC1 inhibitor
31) O=C(CSCc1ccccc1)Nc1ccc(Cl)cn1
  3.1	8.5	-13.5	-2.2	5.0	16.6	12.5	-3.3
32) COc1ccc(CN2CCNC(=O)C2CC(=O)N(C)Cc2ccon2)c(OC)c1 (configuration not stated)
  -0.2	-3.8	0.2	-7.0	-7.0	-0.1	3.8	-1.8
33) CCC(C(=O)OCC(=O)c1ccc(OC)cc1OC)c1ccccc1 (configuration not stated)
  -3.0	1.0	-7.0	2.2	-19.7	6.5	-1.9	-1.6
34) Cc1nc(-c2ccc(S(=O)(=O)Nc3ccccc3C)cc2)co1
  -1.9	3.7	-10.9	-2.6	6.5	-10.7	10.2	3.2
35) O=C(Nc1c2n(c(=S)n(-c3ccccc3)c1=O)CCCCC2)c1ccccc1
  1.8	0.8	-6.9	1.1	8.8	7.9	-6.5	-6.5
36) O=C(NCc1ccccc1Cl)C1CCN(S(=O)(=O)c2ccc(F)cc2)CC1
  2.7	3.5	-10.4	0.8	-2.6	-13.6	3.2	-6.8
37) N#Cc1ccc(S(=O)(=O)NC2CC2)cc1
  -3.9	-3.4	-11.7	-11.9	-11.1	5.1	8.2	-3.6
38) Cc1ccc2nc(-c3cccc(Br)c3)cc(C(=O)NC3CC3)c2c1
  -4.5	-1.3	-0.6	-8.5	-2.2	-2.3	10.2	-7.9
39) Cc1cc2nc(Sc3c([N+](=O)[O-])nc(C)n3Cc3ccccc3)[nH]c2cc1C
  4.0	-1.3	-0.3	-0.5	-2.9	27.7	1.5	5.5
40) CCOc1ccc(NC(=O)COC(=O)c2ccc3c(c2)OCCO3)cc1
  -0.3	7.2	2.7	-2.9	-1.7	11.2	-8.5	-4.6
41) Cc1nn(C)c(C)c1S(=O)(=O)N(CC(=O)N1CCc2ccccc2C1)c1ccc(C(C)C)cc1
  3.1	9.7	-11.5	1.6	19.8	1.8	37.3	-1.9
42) CCN(C(=O)CSc1nc2ccccc2o1)c1c(N)n(Cc2ccccc2)c(=O)[nH]c1=O
  -1.0	11.3	-23.3	-7.0	-3.7	7.4	5.9	1.4
43) N#CC1(NC(=O)COC(=O)c2cc([N+](=O)[O-])ccc2N2CCOCC2)CCCCC1
  -3.7	-1.9	13.6	-9.0	-8.3	-13.2	-0.4	-4.7
44) O=C(COC(=O)c1cc([N+](=O)[O-])ccc1N1CCOCC1)Nc1c(Cl)cccc1C(F)(F)F
  8.0	4.1	5.4	4.6	-8.4	11.1	-1.1	9.1
45) Cc1occc1C(=O)N(C)CC1CCCN(CCc2ccccc2F)C1 (configuration not stated)
  42.8	-19.1	5.1	-8.4	-0.2	-6.7	-0.4	-0.1
46) Cc1ccc(C(C[N+](=O)[O-])c2c(C)[nH]n(-c3ccccc3)c2=O)cc1 (configuration not stated)
  7.8	39.4	10.1	25.7	-18.2	3.1	93.4*	9.2
47) Oc1ccc(-c2cn3ccccc3n2)cc1
  -51.4	30.6	-72.7	23.7	11.3	-71.9	-18.6	8.4
48) CCn1c(C)cc2c(c1=O)C(c1ccc3c(c1)OCO3)C(C#N)=C(N)O2 (configuration not stated)
  7.8	2.5	2.2	3.4	12.6	22.5	-14.3	-8.1
49) Cc1cc(NC(=O)C(C)SCC(=O)Nc2ccccc2N2CCCCC2)no1 (configuration not stated)
  -3.2	7.4	4.2	2.8	-6.0	10.1	18.8	0.3
50) COc1cc([N+](=O)[O-])ccc1NC(=O)Cc1ccc(C)cc1
  -6.0	-5.8	8.3	9.4	-7.7	-35.2	13.7	-8.7
51) CC(C)C(NC(=O)c1c(F)cccc1F)C(=O)NNC(=O)c1ccccc1 (configuration not stated)
  1.9	11.8	-3.8	3.3	-6.8	-5.2	-8.4	-8.7
52) COc1ccc(NC(=O)Cn2cnc3c(cnn3-c3ccc(C)c(C)c3)c2=O)c(OC)c1
  27.2	8.9	11.0	1.5	-1.8	9.6	-2.3	6.6
53) O=[N+]([O-])c1ccccc1/C=C/CN1CCC(O)CC1
  13.7	-1.5	16.7	-6.2	1.2	13.9	-6.5	0.5
54) CC(=O)Nc1ccc(C(=O)Nc2nc(-c3cccnc3)cs2)cc1
  -6.7	2.3	3.7	2.1	4.4	-0.6	-8.2	-1.1
55) O=C(NCCc1ccccn1)C(F)(F)C(F)(F)C(F)(F)C(F)(F)C(F)(F)C(F)(F)C(F)(F)C(F)F
  4.1	-1.8	-5.6	-2.6	-1.0	-10.8	7.4	-1.4
56) C[C@H](CO)N1C[C@H](C)[C@@H](CN(C)S(=O)(=O)c2cn(C)cn2)Oc2ccc(NC(=O)Cn3cnnn3)cc2C1=O
  -5.9	6.5	14.0	10.0	13.1	17.2	-0.4	2.2
